HTT cytoprotect: protects HTT-Q103 PC12 cells, measured by ATP; PC12 HTT-Q103 induced, cytoprotection, ATP luminescence, 40 h; Potency, µM (top dose mostly 56.4 µM), for inactives: cytoprotection (ATP increase), actives largely listed as activators; actives 0.14% (n = 230,000);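 also: % of control where 0% means no effect; nearly all actives have a fitted effect of over 45% in size; toxic huntingtin expression switched on by the ecdysone agonist tebufenozide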
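Readout: ATPlite luminescence (ATP level). Model: stable PC12, inducible Htt exon1 Q103-GFP. Inducer: tebufenozide, 100 nM final. Compounds: dose series. No G418 in medium.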
TR SRC2 fluor cs: Texas Red fluorescence interference in TRb-SRC2 counter-screen | TRb/SRC2 Texas Red total fluorescence interference | Potency, µM (highest dose often 106 µM), without a hit: at the top dose fluorescence change, negative = quenching | actives 0.29% (n = 280,000) | AID 1479; active = well fitted curve in either direction with a large enough effect; inconclusive = small, poorly fitted or top-dose-only effect; also: % is scaled to controls: 0 for no effect and ±100 for the full control effect
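Flags fluorescent or light-absorbing compounds by total fluorescence, S + 2P, at 555 nm excitation and 632 nm emission. Mixture: 20 nM Texas Red SRC2 peptide, 0.6 uM human TRb LBD, 1 uM T3, 5% DMSO; compound exposure 5 h at ambient temperature.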
L3MBTL1 inh: inhibitors of human L3MBTL1. Q9Y468. AlphaScreen L3MBTL1–H3K9me1 peptide binding. Potency, µM (series often up to 57.1 µM), for the others: at the highest dose activity, negative = inhibition, actives largely listed as inhibitors. actives 0.66% (n = 230,000). AID 485360; also: % is scaled to controls: 0 for no effect and ±100 for the full control effect; nearly all actives have a fitted effect of over 60% in size
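First, the protein-peptide complex forms for 30 min at room temperature (L3MBTL1 50 nM, biotinylated H3K9me1 peptide 75 nM). Next, compounds are pin-transferred and incubated 30 min. Finally, AlphaScreen beads are added and read after 30 min.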
RECQ1 inh: inhibitors of human RECQ1 DNA helicase; P46063; Potency, µM (highest dose often 57.3 µM), inactives show at the top dose activity, negative = inhibition, actives largely listed as inhibitors; actives 0.54% (n = 240,000); AID 2549; RECQ1 DNA unwinding, red fluorescence kinetic read;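 also: plate controls were vehicle for no effect and no enzyme for full effect; nearly all actives have a fitted effect of over 30% in size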
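RECQ1T1 50 nM; forked duplex (20 bp + 30-nt ss tails) 200 nM, ATP 2 mM final; pH 8.0, 2 mM MgCl2, 2.5 ug/ml poly(dI-dC); 15 min compound preincubation; discontinuous kinetic read over 2 h at RT.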
Tau fibril ThT: inhibitors of human tau fibril formation, thioflavin T binding; P10636; recombinant tau K18 P301L, heparin-induced fibrillization, ThT fluorescence; Potency, µM (titrated, usually from 57.4 µM), without a hit: top-dose activity, negative = inhibition, usual class: inhibitors; actives 2.1% (n = 270,000); AID 1460; also: % is scaled to controls: 0 for no effect and ±100 for the full control effect; nearly all actives have a fitted effect of over 55% in size
Target sequence (P10636 561-689 P618L limits assumed): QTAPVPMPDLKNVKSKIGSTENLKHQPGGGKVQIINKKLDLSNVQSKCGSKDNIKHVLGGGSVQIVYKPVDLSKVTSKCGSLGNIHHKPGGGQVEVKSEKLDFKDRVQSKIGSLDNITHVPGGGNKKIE
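In this qHTS, human K18 P301L tau is incubated with compound and heparin for 6 hr at 37 C, and Thioflavin T fluorescence then reports fibril load.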
TRb-SRC2 inh: inhibitors of human thyroid hormone receptor beta-SRC2 interaction | P10828 | TRbeta-SRC2 peptide binding, fluorescence polarization; receptor liganded with 1 µM T3 | Potency, µM (doses to about 106 µM), for inactives: at the highest dose activity change, negative = inhibition, hits mostly inhibitors | actives 0.065% (n = 280,000) | AID 1469;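 also: plate controls were bound peptide for no effect and peptide without receptor for full effect; nearly all actives have a fitted effect of over 50% in size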
Target sequence (P10828 whole entry, looked up): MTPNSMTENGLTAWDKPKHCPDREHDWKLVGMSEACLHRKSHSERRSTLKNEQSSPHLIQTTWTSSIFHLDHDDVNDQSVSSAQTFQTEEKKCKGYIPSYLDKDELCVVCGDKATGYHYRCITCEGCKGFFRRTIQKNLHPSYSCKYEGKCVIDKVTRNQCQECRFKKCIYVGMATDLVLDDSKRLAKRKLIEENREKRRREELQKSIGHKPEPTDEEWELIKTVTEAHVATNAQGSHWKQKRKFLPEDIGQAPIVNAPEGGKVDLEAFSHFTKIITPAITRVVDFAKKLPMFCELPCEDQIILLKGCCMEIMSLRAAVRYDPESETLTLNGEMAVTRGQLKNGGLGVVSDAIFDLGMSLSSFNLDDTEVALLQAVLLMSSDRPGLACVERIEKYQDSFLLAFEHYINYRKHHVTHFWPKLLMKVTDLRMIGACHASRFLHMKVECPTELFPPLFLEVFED
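Human TRb LBD (0.6 uM) plus Texas Red-labeled SRC2 peptide (20 nM), 1uM T3, 5% DMSO, 5 hr at ambient temperature. Decreased polarization (555/632 nm) flags inhibition; data normalized to free and bound peptide controls.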
Tau fluor cs: counter-screen for tau fibril formation inhibitors; tau K18 P301L Alexa594 fluorescence, heparin fibrillization; Potency, µM (series often up to 57.7 µM), without a hit: top-dose activity change, negative = decrease; AID 1463; actives 0.93% (n = 280,000); also: % is scaled to controls: 0 for no effect and ±100 for the full control effect; nearly all actives have a fitted effect of over 55% in size
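Human tau K18 P301L (15 uM unlabeled, 0.24 uM Alexa 594-labeled) in 100 mM sodium acetate pH 7 with 20 uM heparin, 6 hr at 37 C. ThT 30 uM added, 1 hr ambient; Alexa 594 FP and total fluorescence read at 555/632 nm.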
Tau FP inhib: blocks human tau fibril formation measured by polarization; actives 0.39% (n = 280,000); K18 P301L tau heparin fibrillization, Alexa594 FP, 6 h; AID 1468; Potency, µM (series often up to 57.7 µM), without a hit: at the top dose activity, negative = inhibition, usual class: inhibitors; also: % is scaled to controls: 0 for no effect and ±100 for the full control effect; nearly all actives have a fitted effect of over 55% in size
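Heparin (20 uM) drove fibril formation of recombinant tau K18 P301L, 15 uM unlabeled with 0.24 uM Alexa 594 label, for 6 hr at 37 C in 100 mM sodium acetate pH 7. Fluorescence polarization (555/632 nm) read 1 hr after 30 uM ThT.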
* marks the source's active call; other numbers are inactive results; i = inactive; ? = inconclusive; . = no result given; [ ] = another dose, or the depositor's remark. Unless noted, calls follow the shape of the dose curve; as a rule, active = well fitted curve in the direction sought with a large enough effect; inconclusive = small, poorly fitted or top-dose-only effect, or another doubt; inactive = no such curve, though single readings can be large; an effect the other way counts as inactive or inconclusive. Potency is read from the fitted curve at half-maximal effect.

SMILES	HTT cytoprotect	TR SRC2 fluor cs	L3MBTL1 inh	RECQ1 inh	Tau fibril ThT	TRb-SRC2 inh	Tau fluor cs	Tau FP inhib
COc1ccc(-c2nc(-c3ccccc3)c(Nc3ccc4ccccc4c3)o2)cc1	19%	-2%	.	3%	?	-6%	-24%	7%
C/C(N)=C(/C#N)C(=O)COC(=O)CCS(=O)(=O)c1ccccc1	-5%	-1%	.	i	-10%	-6%	-3%	-10%
Cc1ccc(-n2c(C)cc(C(=O)CN3C(=O)C(=O)N(C4CCCC4)C3=O)c2C)cc1	-57%[inhibitor]	-8%	-1%	-17%	-8%	-1%	-4%	6%
COc1ccc(-c2nc3nc(N)nn3cc2C)cc1F	-12%	-4%	0%	-5%	-12%	0%	3%	2%
Cc1cc(Cl)ccc1OCCCC(=O)N1CCCCC1	2%	-3%	.	-10%	-16%	-4%	-10%	10%
O=C(CCC(=O)OCCCC(F)(F)C(F)(F)F)NC1CCCCC1	11%	1%	-1%[11.4 µM]	1%	0%	3%	7%	7%
COc1ccc(NS(=O)(=O)c2ccc3c(c2)CCC(=O)N3)c(OC)c1	15%	2%	-4%	i	-10%	-9%	-7%	4%
COc1ccc(Cl)cc1NC(=O)c1cnc2n(c1=O)CCS2	6%[10 µM]	-5%	4%	-7%	3%	-3%	-1%	-4%
CCC(=O)N1CCN(c2ccc(NC(=O)c3ccco3)cc2)CC1	-10%	-8%	.	i	?	2%	-3%	-2%
COc1ccc(NC(=O)c2csc3c2CCCC3)cc1	-12%[10 µM]	0%	3%	0%	?	3%	-26%	12%
O=C(OCc1cc(=O)n2nc(-c3cccs3)sc2n1)c1ccccc1Br	.	0%	.	.	?	-2%	4%	1%
CCc1nccn1S(=O)(=O)c1ccc2ccc(C)cc2c1	-9%[10 µM]	-5%	-3%	-3%	-12%	-8%	-3%	3%
COc1ccc(C(C(=O)Nc2ccc(C(C)C)cc2)N(C)C(=O)Cc2cccs2)cc1 (centres undefined)	.	-1%	.	.	?	7%	-25%	-9%
O=C(CCc1ccccc1)c1c(O)cc(O)cc1O	19%[10 µM]	3%	.	i	-15%	3%	?	-4%
Cc1ccccc1C[C@H](C(=O)O)N1C(=O)c2ccc(C(=O)O)cc2C1=O	.	-2%	13%	i	.	4%	.	.
N/C(Cn1cncn1)=N\OC(=O)c1ccc(Cl)cc1Cl	-82%[inhibitor]	-1%	-1%	-4%	-3%	5%	-4%	3%
CCc1ccc(NS(=O)(=O)c2[nH]ncc2C(=O)OC)cc1	.	0%	.	.	-11%	0%	-9%	-11%
Cc1ccc(-n2c(Cn3c(C)nc4ccccc43)n[nH]c2=S)cc1	0%[10 µM]	2%	-8%	-3%	0%	-9%	-1%	9%
CCC(Sc1ncc(S(=O)(=O)c2ccc(Cl)cc2)c(=O)[nH]1)C(=O)Nc1ccc(OC)cc1 (centres undefined)	.	-21%	.	.	-10%	1%	-8%	7%
Cc1nnc(C)n1/N=C/c1cccc([N+](=O)[O-])c1	0%	0%	25%	-1%	-4%	3%	0%	-1%

Next part, starting with the last 2 of the part before.
SMILES	HTT cytoprotect	TR SRC2 fluor cs	L3MBTL1 inh	RECQ1 inh	Tau fibril ThT	TRb-SRC2 inh	Tau fluor cs	Tau FP inhib
CCC(Sc1ncc(S(=O)(=O)c2ccc(Cl)cc2)c(=O)[nH]1)C(=O)Nc1ccc(OC)cc1 (centres undefined)	.	-21%	.	.	-10%	1%	-8%	7%
Cc1nnc(C)n1/N=C/c1cccc([N+](=O)[O-])c1	0%	0%	25%	-1%	-4%	3%	0%	-1%
CCCS(=O)(=O)n1nc(-c2ccc(OC)cc2OC)cc1N	15%[10 µM]	-5%	5%	-2%	1%	-1%	2%	0%
CCn1cc(C(=O)N2CCN(c3ccccc3)CC2)c(=O)c2cc(S(=O)(=O)N3CCOCC3)ccc21	.	1%	.	.	1%	0%	1%	?
COc1ccc(C(=O)N2CCN(C3CCCCC3)CC2)c(OC)c1	-3%	-3%	5%	0%	-1%	-7%	-1%	-6%
CN(C)Cc1c(O)ccc2ccccc12	-6%[10 µM]	-1%	-4%	-4%	?	-4%	-27%	-3%
O=C(N/N=C/c1ccccn1)c1cccnc1	1%[10 µM]	-1%	?	7%	?	2%	-19%	-20%
COc1ccc(-c2cc(C3CCN(C(=O)OC(C)(C)C)CC3)[nH]n2)cc1	-6%	-4%	-5%	-3%	-14%	-1%	-16%	-6%
CCOC(=O)C1CCCN(C(=O)CN2C(=O)COc3ccc(C(C)(C)C)cc32)C1 (centres undefined)	-6%	0%	-5%	2%	-22%	-6%	-28%	-3%
NS(=O)(=O)c1ccc(NC(=O)/C=C/c2ccco2)cc1	.	-3%	?	-9%	-14%	9%	-16%	-15%
CCCCN(C)C(=O)CSc1c2c(nc3ccc(Cl)cc13)CCCC2	.	0%	.	.	?	-2%	-10%	-4%
CCn1c(Cc2ccccc2)nnc1SCC(=O)Nc1ccc2c(c1)OCO2	-12%	1%	-3%	11%	-8%	5%	-5%	1%
O=S(=O)(Nc1ccc(Oc2ncccn2)c(Cl)c1)c1ccc(F)cc1	2%	2%	.	i	5%	-17%	-5%	-3%
O=C(Cc1ccccc1)NNC(=O)Nc1cccc(Cl)c1	-8%	2%	5%	0%	2%	0%	-3%	-3%
COc1cc(-c2nc(C)c(C(C)=O)n2O)ccc1OCC(=O)Nc1ccc(F)cc1	-62%[inhibitor]	-3%	.	-1%	-1%	-5%	4%	8%
CCN(CCCNC(=O)c1cc2cc3cc(C)ccc3nc2s1)c1cccc(C)c1	.	-5%	.	.	?	2%	7.9µM*[quencher]	10%
COc1ccccc1N1CCN(C(=O)C2CCCCN2S(=O)(=O)c2ccc(C)cc2)CC1 (centres undefined)	9%[10 µM]	-1%	-15%	-5%	?	0%	-7%	-8%
COc1cccc(-c2nnc(SCC(=O)Nc3cc(C)on3)n2C)c1	25%	-1%	.	-3%	-20%	4%	-16%	-5%
Cc1cccc(C2c3[nH]c4ccccc4c3CCN2C(=O)CN2CCOC2=O)n1 (centres undefined)	6%[10 µM]	-2%[53 µM]	2%	-12%	-2%	-3%[53 µM]	-3%	2%
CCN(CC)CCOC(=O)c1ccc(NC(=O)Cn2ncc3c([nH]c4ccc(C)cc43)c2=O)cc1	.	-4%	.	.	-15%	1%	-10%	?
CCCN(CCC)C(=O)Cn1nnc2sc(-c3ccccc3)cc2c1=O	.	0%	.	.	-6%	-9%	-13%	-4%
COc1ccccc1NC(=O)C/C(N)=N/O	2%	1%	.	i	-4%	-9%	-1%	1%
O=[N+]([O-])c1ccc2ncnc(Nc3ccc4c(c3)OCCO4)c2c1	-62%[inhibitor]	-11%	23%	-3%	?	1%	-15%	7%
CNC(=O)Cn1c(C)cc(=O)c2cccc(C)c21	6%[10 µM]	1%	?	i	-5%	5%	-8%	-2%
Cc1cc(C)n(-c2ccc(C(C)C)cc2)c(=O)c1C#N	4%[10 µM]	0%	-5%	i	-1%	-2%	5%	10%
O=C(CSc1nc2c([nH]c3ccccc32)c(=O)n1-c1ccccc1)c1ccc(Cl)cc1	.	-5%	.	.	5%	-4%	2%	-10%
COc1ccc2c(c1)c1nc(SCC(C)C)n(CCO)c(=O)c1n2C	-6%	-4%	.	-16%	-11%	-1%	-13%	?
CCn1c(=N)c(C(=O)NCCCOC)cc2c(=O)n3cccc(C)c3nc21	29%	0%	.	18%	6%	-21%	-4%	-3%
Cc1nc2ccccc2c(=O)n1NC(=O)c1ccccc1Cl	-4%	5%	5%	-10%	-6%	-3%	-2%	-3%
CCOC(=O)c1ccc(NC(=O)CC2C(=O)N(c3ccc(F)cc3)C(=O)N2Cc2ccc3c(c2)OCO3)cc1 (centres undefined)	.	0%	.	.	0%	10%	?	?
Cc1ncc(CO)c(/C=N/N=C/c2ccccc2O)c1O	3%[10 µM]	0%	16%	-4%	-9%	-3%	-2%	2%
CCc1cccc(NC(=O)CN(c2ccc(C)c(C)c2)S(=O)(=O)c2ccsc2C(=O)OC)c1	.	-2%	.	.	1%	2%	-20%	-4%
O=C(O)CSc1nnc(-c2cccnc2)n1Cc1ccccc1	8%[10 µM]	0%	8%	i	-3%	-4%	0%	0%
CCCc1cc(=O)[nH]c(SCC(=O)Nc2ccc([N+](=O)[O-])cc2C#N)n1	-19%[10 µM]	-1%	-1%	-2%	14µM*	1%	?	5%
CCN(CC)C(=O)C1=C(C)Nc2nc3ccccc3n2C1c1ccc(Cl)cc1 (centres undefined)	.	2%	.	.	-16%	-5%	-16%	13%
C=CCCCC	1%	0%	.	-9%	.	-5%	.	.
COC(=O)CCN(C(=O)c1c(C)oc2ncnc(N3CCOCC3)c12)c1ccccc1	.	1%	.	.	-2%	-2%	-8%	-3%
O=C(O)CN(c1ccccn1)S(=O)(=O)c1ccc(Cl)cc1	-6%	0%	.	i	-3%	-15%	2%	3%
COc1ccc(-c2cnnn2-c2ccc(NC(=O)c3ccc(S(=O)(=O)N4CCCCC4)cc3)cc2)cc1	-10%[10 µM]	0%	-7%	-19%	13%	9%	?	?
O=C(c1cccc(F)c1)N1CCC(N2CCOCC2)CC1	8%	-6%	.	3%	7%	-2%	5%	-1%

Assay outcomes as filed in PubChem BioAssay.

This is a subset; rates above refer to the full screens.
